Screens from PubChem.
KB-V1 MDR tox = qHTS assay for MDR1-selective chemotherapeutics: Primary screen using the drug-selected MDR subline cells KB-V1; 400,000 tested, 3.4% active; Potency, µM (highest dose often 46.1 µM), without a hit: top-dose activity change, negative = cytotoxicity, actives largely listed as cytotoxic; KB-V1 MDR cells viability, CellTiter-Glo, 72 h; AID 1347076, 2019; note: potency is the fitted concentration of half-maximal effect; % is set by controls: 0 for no effect and ±100 for the full control effect; nearly all actives have a fitted effect of over 60% in size
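Readout: CellTiter-Glo luminescence, 10 min after addition. Cells: KB-V1 MDR subline, 72 h at 37 degrees C with compound. Analysis: corrected, normalized data fitted to concentration-effect curves.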
KB-3-1 cytotox = qHTS assay for MDR1-selective chemotherapeutics: Primary screen using the parental adenocarcinoma cell KB-3-1. KB-3-1 viability, CellTiter-Glo ATP luminescence, 72 h. Potency, µM (top dose mostly 46.1 µM), inactives show at the highest dose activity change, negative = cytotoxic, most hits filed as cytotoxic. 400,000 tested, 1.4% active; note: potency is the fitted concentration of half-maximal effect; % is set by controls: 0 for no effect and ±100 for the full control effect; nearly all actives have a fitted effect of over 60% in size
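Multi-concentration cytotoxicity screen in KB-3-1 cells grown in DMEM lacking phenol red with 10% FBS. After 72 h at 37 °C with compound, ATP-dependent luminescence was recorded.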
IL-1B inflam inh = qHTS for Inhibitors of Inflammasome Signaling: IL-1-beta AlphaLISA Primary Screen. THP-1 LPS/ATP IL-1B secretion, AlphaLISA, 16 h; stronger effect = lower value. activity change, % at 57.5 µM. 360,000 tested, 4.7% active; in the data active = activity change below about -50%; inconclusive = mostly about -30% to -49%; note: % is set by controls: 0 for no effect and ±100 for the full control effect
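Secreted IL-1B measured by AlphaLISA bead assay after 16 h compound exposure of THP-1 cells; compounds (final up to 57.5 uM) added 1 h before LPS (250 ng/mL) and ATP (1.25 mM) stimulation; lower signal means less secretion.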
GLP1R cytotox = qHTS of GLP-1 Receptor Inverse Agonists: Cytotox Screen. HEK293 cAMP-luciferase reporter cells, luminescence, 24 h. Potency, µM (series often up to 38.3 µM), for inactives: at the highest dose activity change, negative = inhibition, most hits filed as inhibitors. 410,000 tested, 0.13% active. AID 624418, 2012;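 note: loss of luciferase light is scored as toxicity; potency is the fitted concentration of half-maximal effect; % is set by controls: 0 for no effect and ±100 for the full control effect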
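Here, cytotoxicity is scored as loss of luminescence. The MLSMR collection was tested on cells seeded in medium containing 10% Nu serum, with a 24 hr compound exposure preceded by 12 hours of culture.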
D3 ag = qHTS of D3 Dopamine Receptor Agonist: qHTS | 410,000 tested, 0.58% active | max activation, % | D3R DiscoveRx beta-arrestin cells, luminescence, 90 min | D(3) dopamine receptor (Homo sapiens), P35462 | AID 652048, 2013; in the data active = max activation above about 30%; note: 0% is about no effect; mostly tested at two doses, the higher about 12 µM
Target sequence (P35462 whole entry, looked up): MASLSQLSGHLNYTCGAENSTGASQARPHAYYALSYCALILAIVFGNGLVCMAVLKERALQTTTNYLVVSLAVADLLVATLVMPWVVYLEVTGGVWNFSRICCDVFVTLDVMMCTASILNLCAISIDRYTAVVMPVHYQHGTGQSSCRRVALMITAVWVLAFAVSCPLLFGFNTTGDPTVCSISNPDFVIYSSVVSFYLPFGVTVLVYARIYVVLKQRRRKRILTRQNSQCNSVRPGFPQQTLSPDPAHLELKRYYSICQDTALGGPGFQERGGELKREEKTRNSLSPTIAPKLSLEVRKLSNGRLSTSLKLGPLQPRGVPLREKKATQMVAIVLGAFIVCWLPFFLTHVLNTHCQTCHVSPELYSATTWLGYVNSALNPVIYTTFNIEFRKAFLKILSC
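Agonist mode: compounds and dopamine controls were applied to plated cells for 90 min at 37 degrees C after an overnight attachment at 1500 cells/well. Luminescent read-out followed 30 - 60 minutes at room temperature with DiscoveRx detection reagent.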
MCF10A rerep = A quantitative high throughput screen for small molecules that induce DNA re-replication in MCF 10a normal breast cells; 350,000 tested, 2.9% active; Potency, µM (doses to about 46.1 µM), inactives show top-dose activity, positive = re-replication, actives largely listed as activators; MCF 10A DNA re-replication, Hoechst nuclear intensity, 48 h; note: potency is the fitted concentration of half-maximal effect; % of control where 0% means no effect; nearly all actives have a fitted effect of over 50% in size
HT1080NT lethal = qHTS for induction of synthetic lethality in tumor cells producing 2HG: qHTS for the HT-1080-NT fibrosarcoma cell line. Potency, µM (doses to about 46.1 µM), without a hit: top-dose activity, negative = less viability, most hits filed as cytotoxic. HT-1080-NT fibrosarcoma viability, CellTiter-Glo ATP luminescence, 48 h. AID 686970, 2013. 360,000 tested, 1.6% active;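 note: NT is the 2HG producing partner of a matched IDH1 knockdown line; potency is the fitted concentration of half-maximal effect; 0% = DMSO-treated cells and -100% = media-only wells without cells; nearly all actives have a fitted effect of over 55% in size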
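Viability of the 2HG-overproducing fibrosarcoma line after 48 hours of compound exposure at 37 degrees C was determined by luminescence with CellTiter-Glo, and concentration-effect curves were then fitted and categorized.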
SW480 rereplic = A quantitative high throughput screen for small molecules that induce DNA re-replication in SW480 colon adenocarcinoma cells | AID 624297, 2012 | Potency, µM (titrated, usually from 46.1 µM), for inactives: at the highest dose re-replication activation, actives largely listed as activators | 340,000 tested, 1.8% active | SW480 DNA re-replication, Hoechst DNA content imaging, 48 h; note: potency is the fitted concentration of half-maximal effect; % of control where 0% means no effect; nearly all actives have a fitted effect of over 55% in size
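Quantitative HTS format with DMSO vehicle controls; 48 hr drug incubation at 37 C, then 40 min Hoechst staining and scanning imager measurement at 405 nm excitation.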
HT1080 IDH1KD tx = qHTS for induction of synthetic lethality in tumor cells producing 2HG: qHTS for the HT-1080-IDH1KD cell line; HT-1080 IDH1 knockdown viability, ATP luminescence, 48 h; Potency, µM (titrated, usually from 46.1 µM), for the others: top-dose activity, negative = toxicity, actives largely listed as cytotoxic; 360,000 tested, 2% active; AID 686971, 2013;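 note: potency is the fitted concentration of half-maximal effect; 0% = DMSO wells and -100% = cell-free medium wells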
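% activity derives from luminescence (CellTiter-Glo), normalised to DMSO and no-cell wells. HT-1080-IDH1KD cells, 750/well, had 48 h compound exposure at 37 °C.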
* = called active by the depositor; ? = inconclusive; . = not tested or not shown; [ ] = another dose, or the depositor's remark. Unless noted, calls come from the whole dose curve; as a rule, active = well fitted curve in the direction sought with a large enough effect; inconclusive = small, poorly fitted or top-dose-only effect, or another doubt; inactive = no such curve, though single readings can be large; an effect the other way counts as inactive or inconclusive.

Order of values: GLP1R cytotox | D3 ag | KB-3-1 cytotox | HT1080 IDH1KD tx | MCF10A rerep | SW480 rereplic | HT1080NT lethal | KB-V1 MDR tox | IL-1B inflam inh
- O=C(c1cc2ccc([N+](=O)[O-])cc2oc1=O)N1CCOCC1
→ -28.3% | 5.2 | 18.9% | 11.8% | 0.9% | -11.6% | 15.2% | 7.6% | 7.5
- Nc1nnnn1CC(=O)N/N=C/C=C/c1ccccc1
→ 13.2% | 5.9 | 25.0% | 16.6% | 0.0% | 2.1% | 16.2% | 2.1% | 14.1
- O=C(Nc1ccc(F)cc1)c1ccc(Br)c(S(=O)(=O)N2CCOCC2)c1
→ -7.6% | 2.0 | -23.9% | -7.3% | 3.1% | -67.0%[inhibitor] | -0.8% | -18.1% | ?
- Cc1[nH]c2ccccc2c1C(=O)CSc1cccc[n+]1[O-]
→ -2.5% | -4.5 | 16.4% | 5.9% | -4.1% | -8.0% | 9.8% | -10.0% | 3.1
- COc1c(N2CCN(C(=S)Nc3ccc(F)cc3)C(C)C2)c(F)cc2c(=O)c(C(=O)O)cn(C3CC3)c12 (stereo unspecified)
→ 7.5% | 3.2 | 1.8% | -6.8% | -3.8% | 2.8% | -3.8% | -13.0% | -27.4
- CCN(c1ccccc1)C1(O)C(=O)c2ccccc2C1=O
→ -0.4% | 6.7 | -4.9% | -1.7% | -2.1% | 4.1% | 0.7% | -3.3% | 4.1
- N=c1c(S(=O)(=O)c2ccc(Cl)cc2)cc2c(=O)n3ccccc3nc2n1Cc1cccnc1
→ -8.1% | 11.0 | -5.4% | 9.0% | 7.9% | 28.6% | -0.1% | -1.4% | 0.0
- O=C(CCc1nnc2ccc(N3CCCC3)nn12)Nc1ccc(F)cc1F
→ 2.2% | 1.9 | -1.4% | 6.1% | -2.8% | -15.7% | 5.5% | -14.0% | -5.6
- CCCOc1ccc(S(=O)(=O)N2CCN(C)CC2)c2ccccc12
→ -9.7% | 1.5 | 4.2% | -14.6% | ? | -5.5% | -9.5% | -0.2% | -6.2
- O=C1CC(=O)N2CCSC2=N1
→ -14.8% | -8.0 | 2.1% | 11.5% | -2.4% | 0.5% | 19.4% | 10.2% | 7.1
- O=C(CSc1nnc(SCc2cccc3ccccc23)s1)N/N=C/c1c[nH]c2ccccc12
→ -5.6% | -9.4 | 0.0% | ? | 17.3% | -69.7%[inhibitor] | -18.6% | -27.0% | 30.6
- C=CCOc1ccc(-c2nc3c(c(=O)[nH]c(=O)n3CCCC)n2C)cc1OC
→ 7.5% | -3.0 | ? | 2.2% | 1.9% | 3.6% | -5.6% | -14.0% | 0.0
- O=S(=O)(c1ccc(Br)cc1)N1CCCc2ccccc21
→ -3.5% | -9.3 | -25.1% | -24.4% | ? | ? | -25.4% | -13.6% | 2.2
- O=C(O)C(O)c1ccco1 (stereo unspecified)
→ -19.0% | -1.7 | -1.9% | 3.4% | 8.3% | 1.3% | 3.7% | 4.5% | 16.6
- Cc1[nH]n(-c2ccc(Cl)cc2)c(=O)c1C(=O)c1ccccc1
→ -7.4% | -24.2 | 13µM* | ? | 4.61µM* | -19.9% | -27.7% | 13µM* | -8.3
- O=c1oc2ccc(Cl)cc2cc1-c1ccccc1
→ 4.2% | 3.1 | 2.1% | 19.9% | 13.7% | -4.5% | 20.8% | -3.5% | -3.4
- C=CCNC(=O)C1COc2ccccc2O1 (stereo unspecified)
→ 2.6% | 8.3 | -2.4% | 2.1% | 6.6% | 5.3% | 14.5% | 0.1% | 7.9
- O=C(NCC1COc2ccccc2O1)C1C2C=CC3(CN(Cc4ccccc4Cl)C(=O)C13)O2 (stereo unspecified)
→ -22.0% | -2.0 | -1.1% | 2.4% | -1.1% | -0.9% | -2.7% | 0.0% | -23.1
- CCOC(=O)C(NC(=O)c1ccc(F)cc1)(Nc1nnc(C)s1)C(F)(F)F (stereo unspecified)
→ -1.4% | 9.0 | -0.5% | 12.8% | 20.1% | 6.3% | 19.7% | -2.7% | 18.6
- CCN(CC(=O)Nc1ccccc1C(F)(F)F)C(=O)CN1C(=O)NC2(CCCCC2)C1=O
→ 5.2% | 4.4 | 14.7% | 10.7% | -0.4% | 2.0% | 6.9% | 13.5% | 11.9

The final 2 compounds of the section above lead into the next:
Order of values: GLP1R cytotox | D3 ag | KB-3-1 cytotox | HT1080 IDH1KD tx | MCF10A rerep | SW480 rereplic | HT1080NT lethal | KB-V1 MDR tox | IL-1B inflam inh
- CCOC(=O)C(NC(=O)c1ccc(F)cc1)(Nc1nnc(C)s1)C(F)(F)F (stereo unspecified)
→ -1.4% | 9.0 | -0.5% | 12.8% | 20.1% | 6.3% | 19.7% | -2.7% | 18.6
- CCN(CC(=O)Nc1ccccc1C(F)(F)F)C(=O)CN1C(=O)NC2(CCCCC2)C1=O
→ 5.2% | 4.4 | 14.7% | 10.7% | -0.4% | 2.0% | 6.9% | 13.5% | 11.9
- CC(C)(O)CN(C(=O)c1ccccc1)C1CCCCC1
→ -5.7% | 0.5 | -3.1% | 27.5% | -2.2% | -0.3% | 13.1% | ? | 15.1
- C=CCOC(=O)C1=C(C)NC(SCC(=O)Nc2nccs2)=C(C#N)C1c1ccc(Cl)cc1 (stereo unspecified)
→ 285.0%[activator] | -1.6 | ? | ? | 1µM* | 1.58µM* | ? | -28.1% | -6.1
- Cc1ccc(S(=O)(=O)N2CCN(C(=O)N3CCOCC3)C2c2ccc(N(C)C)cc2)cc1 (stereo unspecified)
→ -5.7% | 3.1 | 4.3% | 8.6% | 9.6% | 1.4% | 1.2% | ? | 2.6
- COc1cccc(-c2noc(-c3ccc(Cl)nc3)n2)c1
→ -1.4% | -10.7 | -6.5% | -3.3% | 6.7% | ? | 4.1% | -8.5% | -75.3*
- Cc1cc(C)c2c(n1)SCCN2C(=O)Nc1ccc(C(=O)Nc2cc(Cl)ccc2C)cc1
→ -4.2% | -6.4 | ? | . | . | . | . | 2.9% | .
- NC(=O)N\N=C/C=C/C=C/c1ccc(F)cc1
→ -7.6% | 1.7 | 9.0% | 14.2% | 3.1% | -6.5% | 9.4% | -17.5% | -2.9
- CCOC(=O)c1ccc(NC2=CC(=O)C(=O)c3ccccc32)cc1
→ ? | 1.3 | ? | -15.9% | 13µM* | ? | -25.5% | ? | 9.2
- COc1ccccc1N1CCN(/N=C/c2cc(OC)c(OC)c(OC)c2)CC1
→ -5.6% | 6.9 | -0.5% | -2.6% | -73.7%[inhibitor] | -81.3%[inhibitor] | 1.2% | 14.6µM* | 6.4
- Cc1ccc(S(=O)(=O)NCc2ccco2)cc1C
→ -9.5% | 2.2 | 9.5% | -6.5% | -26.2% | -7.5% | 0.0% | -25.5% | 7.4
- CCC(=O)N1CCN(c2ccccc2NC(=O)c2ccc([N+](=O)[O-])o2)CC1
→ -16.3% | -4.4 | ? | -27.1% | -2.4% | ? | ? | ? | -54.8*
- COc1cc(C(=O)NNC(=O)c2cc(=O)[nH]c3ccccc23)cc(OC)c1OC
→ 6.3% | -0.1 | 17.0% | 21.8% | 8.7% | -1.0% | 15.2% | ? | 8.6
- O=S(=O)(c1ccc(Cl)c(Cl)c1)N1CCc2nc3ccccc3n2CC1
→ -10.1% | 6.6 | 0.0% | 12.7% | -3.8% | -4.1% | 5.4% | ? | 8.4
- O=C(CCN1C(=O)c2cccc3cccc(c23)C1=O)N1CCOCC1
→ 21.0% | -3.5 | 43.1% | 14.5% | 19.7% | 1.4% | 26.6% | -28.1% | ?
- CCOc1ccc(Nc2nc(Cc3nnc(SCC(=O)c4ccc(C)c(C)c4)o3)cs2)cc1
→ ? | 15.0 | -5.4% | ? | 12.6% | ? | ? | 13µM* | 13.9
- Cc1ccc(S(=O)(=O)N2CCN(C(=O)c3n[nH]c(=O)c4ccccc34)CC2)cc1
→ -1.3% | 3.9 | -0.6% | -2.9% | 26.4% | -7.0% | -2.7% | 12.6% | 0.0
- O=C(Nc1nnc(S(=O)(=O)N2CCc3ccccc32)s1)c1ccccc1Cl
→ -3.9% | -4.2 | -20.6% | . | . | . | . | 5.4% | .
- CC(C)(C)c1ccc(NC(=S)NCc2cccs2)cc1
→ ? | -6.0 | 5.3% | ? | ? | -2.2%[9.22 µM] | ? | -14.2% | 8.6
- Cc1ccc(S(=O)(=O)N2C3CCCCC3O[C@H]2CC(=O)Oc2ccccc2)cc1 (stereo partly specified)
→ 3.1% | -7.7 | 22.6% | -0.5% | . | . | 6.3% | -14.9% | 21.7
- Cn1c(=O)c2c(nc(NCCNC(=O)c3ccco3)n2Cc2ccc(Cl)cc2Cl)n(C)c1=O
→ 12.3% | -5.1 | 0.7% | -1.6% | 0.5% | 15.8% | -0.2% | 0.7% | -6.6
- CCOC(=O)/C=c1\s/c(=C\c2ccc3cc(OC)ccc3c2)c(=O)n1CC(=O)NCc1ccc2c(c1)OCO2
→ -7.2% | 1.1 | 18.4µM* | 9.0% | 17.8% | 4.9% | 12.2% | ? | 7.2
- CC1CC(=O)C(C(C2=C(O)CC(C)CC2=O)c2ccccc2)=C(O)C1 (stereo unspecified)
→ 11.9% | 7.5 | 8.4% | -1.2% | -0.9% | -10.2% | 1.6% | -3.6% | -7.7
- CCc1cccc(NC(=O)c2cnc(N3CCOCC3)c3ccccc23)c1
→ -1.2% | 2.3 | -22.9% | . | . | . | . | -2.6% | .
- CC(C)CC(=O)Nc1sc2c(c1C#N)CC(C)(C)NC2(C)C
→ -7.0% | -10.9 | -1.4% | 1.4% | ? | -3.3% | -0.4% | -6.5% | -5.2
- COc1ccc(CC(=O)Nc2ccc(S(=O)(=O)Nc3nccs3)cc2)cc1
→ -1.2% | 5.0 | 16.3% | -15.0% | 5.2% | -10.7% | -3.8% | 1.0% | 11.1
